PfGluPho inh = PfG6PD (Plasmodium falciparum) enzyme inhibition; PfGluPho enzyme, NADPH resazurin-diaphorase fluorescence; inhibition, % at 20 µM; actives 0.78% (n = 350,000); AID 504690;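 active = inhibition reaching at least a set limit at 20 µM in the primary screen, cut at about 59% in these data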;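 note: 0% = DMSO wells with substrate and 100% = DMSO wells lacking glucose-6-phosphate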
SENP6 block = blocks the human protease SENP6. actives 1.8% (n = 330,000). Q9GZR1. inhibition, % at 10 µM. Recombinant SENP6 catalytic domain, aminoluciferin luminescence. AID 2599;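 active = inhibition above about 50% at the single tested dose, limit read from the data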;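 note: plate controls were DMSO wells with enzyme for no effect and DMSO wells lacking enzyme for full effect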
SENP8 block = SENP8 (human) protease inhibition. Q96LD8. recombinant SENP8, Nedd8 substrate fluorescence. inhibition, % at 20 µM. actives 0.64% (n = 360,000); in the data active = inhibition mostly above about 40%, no sharp cut-off; inactive = mostly below about 27%
Target sequence (Q96LD8 whole entry, looked up): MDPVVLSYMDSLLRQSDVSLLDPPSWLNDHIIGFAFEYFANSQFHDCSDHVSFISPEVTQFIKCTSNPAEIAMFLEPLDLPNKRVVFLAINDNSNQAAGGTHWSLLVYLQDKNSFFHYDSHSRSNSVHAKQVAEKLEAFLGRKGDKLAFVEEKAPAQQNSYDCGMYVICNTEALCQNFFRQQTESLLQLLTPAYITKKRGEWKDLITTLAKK
MPTP block = permeability transition pore inhibition; AID 602449; inhibition, % at 10 µM; actives 1.4% (n = 360,000); isolated mouse mitochondria, Ca2+ swelling absorbance, 30 min;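 active = inhibition of 50% or more, scaled per plate between neutral and stimulator controls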;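 note: 0% = DMSO wells given calcium and 100% = 1 mM EGTA wells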
NR3A LBD binder = modulates the human NR3A ligand-binding domain | Tm shift relative to glycine control, % at 25 µM | NR3A LBD differential scanning fluorimetry, Tm shift; 0% = protein alone, 100% = glycine-bound protein | actives 2.5% (n = 340,000) | AID 1259313;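 active = melting temperature shift of at least 10% of the positive control shift, at one fixed dose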
ATG4B inh = inhibitors of human ATG4B cysteine protease; Q9Y4P1; ATG4B cleavage of LC3-PLA2, NBD-HPC fluorescence, 1 h; inhibition, % at 8.33 µM; actives 0.51% (n = 340,000); in the data active = inhibition above about 40%
Target sequence (Q9Y4P1 whole entry, looked up): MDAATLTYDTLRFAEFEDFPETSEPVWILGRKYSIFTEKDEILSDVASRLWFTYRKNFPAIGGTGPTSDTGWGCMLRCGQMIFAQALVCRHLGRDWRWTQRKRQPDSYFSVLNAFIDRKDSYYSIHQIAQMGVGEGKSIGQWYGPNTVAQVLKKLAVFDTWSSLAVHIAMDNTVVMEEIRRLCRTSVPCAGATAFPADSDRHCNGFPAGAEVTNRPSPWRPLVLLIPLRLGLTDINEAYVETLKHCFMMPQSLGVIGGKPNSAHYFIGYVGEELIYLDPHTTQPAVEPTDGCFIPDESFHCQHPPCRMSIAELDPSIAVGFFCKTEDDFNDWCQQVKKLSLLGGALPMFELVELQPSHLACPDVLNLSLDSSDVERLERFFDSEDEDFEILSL
hIAP act = increases human intestinal alkaline phosphatase activity; AID 2524; actives 0.16% (n = 330,000); activation factor at 10 µM; purified human IAP, CDP-Star luminescence, 30 min; hits give high values; 1 = vehicle-only enzyme, 0 = enzyme-free background; P09923;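 active = activation factor of the enzyme at least 2-fold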; note: the source names both 10 and 20 µM as test concentration; values of inactives mirror those of a sister screen read the other way
SENP1 inh = SENP1 (human) catalytic domain inhibition. Q9P0U3. recombinant SENP1 catalytic domain, CyPet-SUMO1-YPet FRET cleavage. inhibition, % at 10 µM. actives 0.21% (n = 360,000). AID 624204;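 active = inhibition at least 30% at 10 µM, raw YFP signal under a set limit, fluorescence ratio 0.5 to 1.5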;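 note: 0% = enzyme with DMSO and 100% = no enzyme wells; some results filed as inactive read as strong as hits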
Target sequence (Q9P0U3 419-644 limits assumed): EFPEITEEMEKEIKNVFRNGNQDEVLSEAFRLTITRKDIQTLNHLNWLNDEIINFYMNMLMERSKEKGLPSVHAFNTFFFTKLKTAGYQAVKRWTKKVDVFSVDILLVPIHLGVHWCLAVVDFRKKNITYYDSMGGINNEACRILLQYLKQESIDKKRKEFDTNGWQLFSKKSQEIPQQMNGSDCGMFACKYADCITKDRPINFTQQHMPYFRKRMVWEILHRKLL
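Assay system: hSENP1 catalytic domain, recombinant. Amount: SENP1 enzyme, 20 pM final. Schedule: 50 min reaction, RT, dark. Technique: FRET, CFP and YFP emission. Control set: no-enzyme wells low, DMSO-plus-enzyme wells high control.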
Starred values were filed as active, the others as inactive; i = inactive; · = no result given. Rows were taken by chance. Share with any hit: about 6.7%.

SMILES | PfGluPho inh | SENP6 block | SENP8 block | MPTP block | NR3A LBD binder | ATG4B inh | hIAP act | SENP1 inh
Cc1ccccc1C(=O)N1CCC(C(=O)N2CCN(Cc3ccc4c(c3)OCO4)CC2)CC1 | 2 | -1 | 2 | 0.2 | -1 | -3 | 1 | -1
CCN(Cc1nc2ccccc2c(=O)[nH]1)Cc1nc2ccsc2c(=O)[nH]1 | 7 | 7 | -8 | 1.5 | -1 | -1 | 1.7 | -29
CCOc1ccccc1NC(=O)N1CCN(S(C)(=O)=O)CC1 | -16 | -6 | 17 | -2.1 | -2 | 14 | 1 | 2
Nc1cc2c(cc1C(=O)c1ccccc1F)OCCO2 | 8 | -4 | -2 | 0.6 | -2 | 8 | 1.3 | -40
O=C1c2ccccc2C(=O)N1Cc1nc(-c2ccccn2)no1 | 4 | -1 | 2 | -1.0 | -14 | -7 | 1 | -1
CCCCNc1ccc(C(CC(N)=O)NC(=O)Cc2cccc3ccccc23)cc1[N+](=O)[O-] (configuration not stated) | -2 | -17 | 27 | -1.2 | -1 | -8 | 0.94 | 16
O=S(=O)(c1ccc(F)c(F)c1F)N1CCN(C(=S)NC2CC3CCC2C3)CC1 (configuration not stated) | -15 | -16 | 8 | -0.3 | -5 | -1 | 1.1 | 1
CC(OC(=O)Cc1n[nH]c(=O)c2ccccc12)C(=O)N(C)c1ccccc1 (configuration not stated) | 10 | · | 8 | -0.7 | · | · | · | 0
CCC(C)NC(=O)[C@H](CSCc1ccccc1)N1Cc2ccccc2C1=O (some centres not stated) | 0 | -12 | 9 | -1.1 | 3 | -2 | 0.91 | -3
O=C(NCCC1CC1(Cl)Cl)c1ccc([N+](=O)[O-])cc1 (configuration not stated) | 10 | -14 | 16 | -0.6 | 2 | 1 | 0.99 | -1
COc1cc(OC)cc(-c2nnc(NC(=O)c3ccc4c(c3)OCCO4)o2)c1 | -19 | 3 | -5 | -1.3 | -2 | -9 | 1.7 | 1
O=C(Nc1ccccc1)N1CCC(c2ccccc2)C1 (configuration not stated) | 3 | 7 | 15 | -2.0 | -1 | 3 | 1.2 | -2
Cc1cccc(C(=O)Nc2scc(CC(C)C)c2C(=O)O)c1 | 47 | 26 | -20 | 5.6 | -14 | 73* | 0.89 | 3
Cc1nn(-c2ccc(F)cc2)c(N)c1C1(O)C(=O)Nc2ccccc21 (configuration not stated) | 5 | 1 | 15 | -4.3 | -1 | 0 | 0.9 | 1
Cc1cc(NC(=O)CSc2nc3cc(C)c(C)cc3cc2C)no1 | -17 | -8 | 11 | -1.5 | 0 | 4 | 0.97 | 1
CCOC(=O)C1=C(CC)Nc2ccccc2N=C1NC(=O)c1cccc(S(=O)(=O)N2CCOCC2)c1 | 6 | 4 | -5 | 0.1 | 2 | -4 | 1.1 | 2
C=CCn1c(=O)c(C(=O)NCc2ccc3c(c2)OCO3)c(O)c2ccccc21 | -12 | 3 | -5 | 2.8 | -2 | -4 | 0.94 | 1
Cc1ccccc1N1CCN(C(=O)CCN2C(=O)c3ccccc3C2=O)CC1 | -4 | -33 | 10 | 1.0 | 1 | -7 | 1.1 | 3
Cc1c(/C=N\NC(=O)C2(C)CC2(Cl)Cl)cnn1C (configuration not stated) | -40 | 9 | 5 | 0.9 | 5 | 4 | 0.94 | 2
CC1(C)CC(=O)c2cc(OCC(=O)N3CCCCCC3)ccc2O1 | -3 | 2 | -286 | 2.8 | 1 | -1 | 0.95 | -13
CCCCNc1ccc(S(=O)(=O)c2cccc([N+](=O)[O-])c2)cc1[N+](=O)[O-] | 6 | -1 | 7 | -1.1 | -3 | -5 | 1 | 3
CC1CCCCC1NC(=O)CCCc1nc2ccccc2c(=O)[nH]1 (configuration not stated) | -2 | -14 | 12 | -0.2 | 0 | -3 | 1.2 | 1
CC(C)Sc1nc2c([nH]c3ccccc32)c(=O)n1C | -6 | -14 | -4 | 4.6 | 0 | -1 | 1.2 | 1
Cc1ccc(C=NNC(=O)c2cc(-c3cccnc3)nc3ccccc23)o1 | 14 | -9 | 7 | 0.6 | 3 | -7 | 1.1 | 0
O=C(CN1CCN(c2ccc(O)cc2)CC1)Nc1cc(S(=O)(=O)N2CCCC2)ccc1Cl | 67* | -32 | 8 | 0.1 | 5 | -7 | 1 | 2
COc1cc(/C=C/C(=O)OC(C)C(=O)c2ccccc2)cc(OC)c1OC (configuration not stated) | -8 | -3 | -258 | 0.0 | 2 | 5 | 0.97 | -4
O=S(=O)(N/N=C/c1cccc(OC2CSC2)c1)c1ccccc1 | 1 | 10 | 10 | 1.3 | 6 | 0 | 0.84 | 2
COc1cc(/C=C/c2ccc3cccc([N+](=O)[O-])c3n2)ccc1OCC(=O)O | -13 | 0 | 28 | 0.9 | 2 | 3 | 0.91 | 15
COc1cccc(C(=O)Nc2nnc(-c3ccccc3)s2)c1OC | -20 | 79* | -214 | -2.8 | 8 | 4 | 1.2 | -1
N#CC12CCCCC1CC1CCCCC1(C#N)N2Cc1ccccn1 (configuration not stated) | -7 | 8 | 20 | -4.9 | 10* | -4 | 0.9 | 3
CCCOc1ccc(CNC(=O)Cn2ncc3ccccc32)cc1 | -9 | -16 | 8 | 1.6 | -1 | 0 | 0.99 | 1
CCOc1cc(-c2nc(C)c(C(C)=O)n2O)ccc1OCC(=O)Nc1ccccc1 | -9 | 10 | 6 | 2.7 | 0 | 2 | 1 | -1
O=C(CCCN1C(=O)/C(=C\c2cccs2)SC1=S)Nc1cc([N+](=O)[O-])ccc1O | -41 | -17 | 14 | 74* | 23* | 4 | 0.91 | -2
CC(C)C(C(=O)NCc1ccco1)N(Cc1ccco1)C(=O)CNS(=O)(=O)c1ccccc1 (configuration not stated) | 4 | -10 | 3 | 0.4 | -1 | -1 | 0.96 | 1
CC(=O)Nc1ccc(/C=C/C(=O)c2ccc3c(c2)OCCO3)cc1 | 9 | -14 | -88 | -0.5 | 0 | -4 | 0.94 | 3
CCN(CC)C(=O)Oc1cc(=O)n(C)c2ccccc12 | -4 | 4 | 0 | -3.5 | 25* | -9 | 0.87 | -2
O=C(Nc1nc(-c2ccccn2)cs1)c1cccc(S(=O)(=O)N2CCOCC2)c1 | 28 | 15 | 18 | -3.1 | -2 | 2 | 1.3 | -5
CC(=O)Oc1ccc2c(c1)C(=O)c1ccccc1C2=O | 7 | 55* | 18 | 10 | 2 | -2 | 1 | 3
O=C(O)C[C@H]1c2cc(F)ccc2S(=O)(=O)N1C1CCCCC1 | 12 | -11 | 0 | -1.0 | -3 | -3 | 1.1 | 3
COn1c(C)c(C(C)=O)c2c3nonc3ccc21 | 7 | 10 | i | -0.7 | 0 | -2 | 0.94 | -13

An excerpt of these results, in CSV form:
molecule,PfGluPho inh,SENP6 block,SENP8 block,MPTP block,NR3A LBD binder,ATG4B inh,hIAP act,SENP1 inh
CC(C)Sc1nc2c([nH]c3ccccc32)c(=O)n1C,-6,-14,-4,4.6,0,-1,1.2,1
Cc1ccc(C=NNC(=O)c2cc(-c3cccnc3)nc3ccccc23)o1,14,-9,7,0.6,3,-7,1.1,0
O=C(CN1CCN(c2ccc(O)cc2)CC1)Nc1cc(S(=O)(=O)N2CCCC2)ccc1Cl,67*,-32,8,0.1,5,-7,1,2
COc1cc(/C=C/C(=O)OC(C)C(=O)c2ccccc2)cc(OC)c1OC (configuration not stated),-8,-3,-258,0.0,2,5,0.97,-4
O=S(=O)(N/N=C/c1cccc(OC2CSC2)c1)c1ccccc1,1,10,10,1.3,6,0,0.84,2
COc1cc(/C=C/c2ccc3cccc([N+](=O)[O-])c3n2)ccc1OCC(=O)O,-13,0,28,0.9,2,3,0.91,15
COc1cccc(C(=O)Nc2nnc(-c3ccccc3)s2)c1OC,-20,79*,-214,-2.8,8,4,1.2,-1
N#CC12CCCCC1CC1CCCCC1(C#N)N2Cc1ccccn1 (configuration not stated),-7,8,20,-4.9,10*,-4,0.9,3
CCCOc1ccc(CNC(=O)Cn2ncc3ccccc32)cc1,-9,-16,8,1.6,-1,0,0.99,1
CCOc1cc(-c2nc(C)c(C(C)=O)n2O)ccc1OCC(=O)Nc1ccccc1,-9,10,6,2.7,0,2,1,-1

Next part:
SMILES | PfGluPho inh | SENP6 block | SENP8 block | MPTP block | NR3A LBD binder | ATG4B inh | hIAP act | SENP1 inh
COC1(NS(=O)(=O)c2ccc(Br)cc2)C(C)=CC(=O)C=C1C | 51 | -17 | 8 | 78* | 2 | -4 | 1.1 | 2
CC(=O)Nc1ccc(S(=O)(=O)CC(=O)CS(=O)(=O)c2ccc(NC(C)=O)cc2)cc1 | -16 | · | 8 | 0.0 | · | · | · | -2
COc1cc(C2/C(=C(\O)c3ccc4c(c3)OCCO4)C(=O)C(=O)N2c2nnc(C)s2)cc(OC)c1OC (configuration not stated) | -8 | 35 | 8 | -0.7 | 2 | 2 | 1.2 | 24
CNC(=O)c1c[nH]c2ccc(S(=O)(=O)Nc3ccccc3F)cc2c1=O | -25 | 14 | -64 | 3.0 | -1 | 5 | 1.1 | 2
Cn1c(=O)c2cc(S(=O)(=O)NCCC(=O)NCc3ccccc3Cl)ccc2n(C)c1=O | -9 | 10 | -2 | -4.5 | 0 | 18 | 1 | 1
COc1ccc(CNc2nc3ccccc3n2C(C)C)c(O)c1 | 14 | 10 | 35 | 14 | -4 | -6 | 0.94 | 0
Cc1ccccc1NC(=O)CSc1[nH]c(=O)cc(C)c1C#N | 11 | -7 | -3 | -1.2 | -7 | 14 | 0.96 | -9
CC(C)(C)/C(O)=C/c1nc2ccccc2oc1=O | -7 | -3 | 13 | 0.0 | 1 | 2 | 0.97 | 0
COc1ccc(C)cc1Nc1n[n+](-c2ccccc2)c(-c2ccc(NC(C)=O)cc2)s1 | 14 | -18 | -8 | -0.7 | -10 | -3 | 0.99 | 4
Cc1ccc(S(=O)(=O)N/N=C/c2ccccc2O)cc1[N+](=O)[O-] | -1 | -2 | 20 | -1.0 | 0 | -3 | 1.2 | 1
CCSc1nc2sccc2c(=O)n1-c1ccccc1 | -2 | -11 | 7 | -0.5 | -2 | 17 | 0.82 | -4
COc1ccc([C@@H]2[C@@H]3C(=O)N(C(C)(C)C)C(=O)[C@@H]3[C@]3(C)C(=O)N(c4cccc(C)c4)C(=O)N23)cc1 | 2 | -7 | 2 | 0.0 | -1 | -13 | 1 | 0
Cc1cc(O)cc(O)c1C(=O)Cc1ccccc1 | 4 | -13 | -3 | 2.4 | -8 | 4 | 1.2 | 3
O=C(NCCc1ccccc1)C(=O)NCc1ccncc1 | -2 | -8 | 13 | 1.4 | 1 | -7 | 1 | 1
Cc1ccc2[nH]c3c(NCc4ccccc4)ncnc3c2c1 | 7 | -21 | · | · | -1 | 50* | 1.5 | ·
NC(=O)CC(NC(=O)Cc1cccc2ccccc12)c1ccc(N2CCCCCC2)c([N+](=O)[O-])c1 (configuration not stated) | 17 | 0 | 22 | 0.2 | -16 | -12 | 0.88 | 2
CCOc1cc(N2CCOCC2)c(OCC)cc1NC(=O)COC(=O)c1cc(C)oc1C | 13 | 5 | 31 | 2.5 | 0 | -12 | 1.1 | 1
Cc1ccccc1OCC(O)CN (configuration not stated) | 7 | -4 | 20 | -0.8 | 1 | -18 | 0.96 | 1
CC1=C(C(=O)Nc2ccccc2)C(c2coc3ccccc3c2=O)C2=C(CCCC2=O)N1 (configuration not stated) | -12 | -1 | -1 | -1.5 | -2 | 3 | 0.89 | -2
O=C(O)C(Cc1ccc(O)cc1)N1C(=O)c2c(Cl)c(Cl)c(Cl)c(Cl)c2C1=O (configuration not stated) | -17 | -4 | 21 | 1.1 | -21 | -5 | 0.99 | 0

Bioassay records (PubChem BioAssay)
